Bioassay records: PubChem, Milwaukee Institute for Drug Discovery
HCV NS3h FP = blocks HCV NS3 helicase binding to DNA; NS3h Cy5-dT15 DNA binding, fluorescence polarization; inhibition, % at 100 µM; AID 687043; actives 1.6% (n = 16,000);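 active means inhibition above the average over every tested compound plus 3 SD, cut at about 40% in these data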
Cy5 interf NS3h = Cy5 fluorescence interference, HCV helicase counter-screen; Cy5-dT15 DNA with NS3h; actives lie on both sides; signal over control mean, under 1 quenches; fluorescence interference ratio at 100 µM; actives 6% (n = 16,000);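 active means compound fluorescence over control fluorescence at most 0.8, a quencher, or at least a set upper limit, an enhancer; inactive means ratio between 0.8 and the set upper limit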
An asterisk follows results filed as active. This is a random part of the collection (roughly 7.6% active in at least one column).

cpd	SMILES	HCV NS3h FP	Cy5 interf NS3h
1	CCOC(=O)c1c(-c2ccc(C)cc2)csc1NC(=O)c1cc2ccccc2oc1=O	11	0.83
2	CC(=O)N1CCN(c2ccc(NC(=O)c3ccc4c(c3)OCCO4)cc2)CC1	7	0.86
3	CCOC(=O)C1=C(C)NC(=S)NC1c1ccc(OC(=O)c2ccco2)cc1 (stereo not given)	12	0.95
4	O=C(/C=C/c1cccc([N+](=O)[O-])c1)c1ccc2c(c1)OCCO2	6	1.1
5	O=C1NC(=O)/C(=C/c2ccccc2OCc2ccc(Cl)cc2)S1	10	1.1
6	O=C(O)CCNC(=O)COc1ccccc1	5	1
7	CCCCc1ccc(/C=C2\C(=O)c3ccccc3C(O)=C2C(=O)OCC)cc1	8	1
8	CCN1C(=O)/C(=C/c2cn(-c3ccccc3)nc2-c2cc3ccccc3oc2=O)SC1=S	-2	1
9	COc1cccc(-n2c(O)c(C=C3C=Nc4ccccc43)sc2=S)c1	14	1.1
10	O=C1NN(c2ccccc2)C(=O)/C1=C/c1ccc(F)c(Br)c1	2	0.93
11	O=C(Nc1ccc2oc(-c3ccc(F)cc3Cl)nc2c1)c1cc2ccccc2o1	-36	1.1
12	O=C(O)c1ccc(OCC(O)Cn2cnc3ccccc32)cc1 (stereo not given)	-2	1.1
13	O=C1/C(=C/c2cccs2)SC(=S)N1c1ccc(F)cc1	-4	0.92
14	Cc1onc(-c2c(Cl)cccc2Cl)c1C(=O)NCc1ccc(Cl)cc1	7	0.92
15	O=C(Cc1ccccc1)Nc1cccc(NC(=O)c2cccc(Cl)c2)c1	15	1

The list goes on; it opens with the two that closed the last part.
cpd	SMILES	HCV NS3h FP	Cy5 interf NS3h
14	Cc1onc(-c2c(Cl)cccc2Cl)c1C(=O)NCc1ccc(Cl)cc1	7	0.92
15	O=C(Cc1ccccc1)Nc1cccc(NC(=O)c2cccc(Cl)c2)c1	15	1
16	CC(O)c1cccc(NC(=O)c2cc3n(n2)C(C(F)(F)F)CC(c2ccc(F)cc2)N3)c1 (stereo not given)	15	0.96
17	Cc1ccc(N2C(=O)C(Cl)=C(N3CCOCC3)C2=O)c(C)c1	37	1.2
18	CC1(C)Nc2ccccc2N(Cc2ccccc2)C1=O	1	1
19	CCOc1ccc(NC(=O)C2=C(C)NC(=S)NC2c2c(OC)ccc3ccccc23)cc1 (stereo not given)	7	1.1
20	Cc1ccnc(N2C(=O)C3C4c5ccccc5C(c5ccccc54)C3C2=O)c1 (stereo not given)	7	1
21	Cc1ccc(/C=C/C(=O)NC(=S)Nc2ccc(S(=O)(=O)N=C(N)N)cc2)cc1	0	0.95
22	S=C(Nc1ccc2nc(-c3ccccc3)c(-c3ccccc3)nc2c1)N1CCN(c2ccccn2)CC1	10	0.95
23	O=C(NCCCN1CCOCC1)c1nn2c(c1Br)NC(c1cccs1)CC2C(F)(F)F (stereo not given)	12	0.71*
24	Cc1ccc(C(=O)CSc2nc3ccccc3c(=O)n2-c2ccccc2)cc1	22	1
25	Cc1ccc(OCCOCCOc2ccc(/C=C3/SC(=S)N(C)C3=O)cc2)cc1	12	1.1
26	Cc1c(C(=O)O/N=C(/N)c2ccccn2)cccc1[N+](=O)[O-]	3	1.1
27	O=C1OC(c2ccccc2F)=N/C1=C\c1cccc([N+](=O)[O-])c1	9	0.99
28	Cc1cccc(C)c1OCC(=O)Nc1ccc(-c2nc3ccccc3[nH]2)cc1	30	0.95
29	Cn1nnnc1SCC(=O)c1ccc(Br)cc1	-4	0.84
30	COc1ccc(CNC(=O)C2c3ccccc3Oc3ccccc32)cc1	5	1
31	Cc1ccc(S(=O)(=O)N=C(Nc2ccc([N+](=O)[O-])cc2)c2ccccc2)cc1	9	0.95
32	CC(C)(C)c1ccccc1OCC(O)CN1CCN(CCO)CC1 (stereo not given)	-12	1
33	COc1ccc(C(=O)/C=C/Nc2cc(Cl)cc(Cl)c2)cc1	8	1
34	CCC(=O)c1ccc(N2CCN(C(=O)c3c(F)c(F)cc(C)c3Cl)CC2)c(F)c1	-2	1
35	CC1CCc2c(sc(NC(=O)c3cncc(Br)c3)c2C(N)=O)C1 (stereo not given)	1	1
36	COc1ccc(C(=O)/C=C/c2ccc(-c3ccc([N+](=O)[O-])cc3)o2)cc1	-6	0.86
37	O=[N+]([O-])c1ccc(N2CCN(S(=O)(=O)Cc3ccccc3)CC2)c(Cl)c1	18	0.74*
38	COc1ccc(N(CC(=O)Nc2cccc(Cl)c2)S(=O)(=O)c2ccc(C)cc2)c(OC)c1	13	0.98
39	COc1ccc(N2C(=O)/C(=C\c3cccc(C(F)(F)F)c3)SC2=S)cc1	14	1.1
40	COc1ccc(N(CC(O)Cn2c3ccccc3c3ccccc32)S(C)(=O)=O)cc1 (stereo not given)	5	0.94
41	COc1ccc(C2CC(C(F)(F)F)n3nc(C(=O)N4CCN(c5ccc(F)cc5)CC4)c(Cl)c3N2)cc1 (stereo not given)	18	0.95
42	O=C(CSc1nc2ccc([N+](=O)[O-])cc2[nH]1)Nc1ccc2c(c1)OCO2	12	0.6*
43	COc1ccc(OC)c(CN2CCN(Cc3cccnc3)CC2)c1	-9	1
44	COC(=O)c1cccc(N2C(=O)c3ccc(C(=O)c4cccc([N+](=O)[O-])c4)cc3C2=O)c1	14	0.93
45	COc1ccc(Oc2coc3cc(OC(C)=O)ccc3c2=O)cc1	-4	0.94

Reprinted from the results shown (14 entries):
cpd	SMILES	HCV NS3h FP	Cy5 interf NS3h
32	CC(C)(C)c1ccccc1OCC(O)CN1CCN(CCO)CC1 (stereo not given)	-12	1
33	COc1ccc(C(=O)/C=C/Nc2cc(Cl)cc(Cl)c2)cc1	8	1
34	CCC(=O)c1ccc(N2CCN(C(=O)c3c(F)c(F)cc(C)c3Cl)CC2)c(F)c1	-2	1
35	CC1CCc2c(sc(NC(=O)c3cncc(Br)c3)c2C(N)=O)C1 (stereo not given)	1	1
36	COc1ccc(C(=O)/C=C/c2ccc(-c3ccc([N+](=O)[O-])cc3)o2)cc1	-6	0.86
37	O=[N+]([O-])c1ccc(N2CCN(S(=O)(=O)Cc3ccccc3)CC2)c(Cl)c1	18	0.74*
38	COc1ccc(N(CC(=O)Nc2cccc(Cl)c2)S(=O)(=O)c2ccc(C)cc2)c(OC)c1	13	0.98
39	COc1ccc(N2C(=O)/C(=C\c3cccc(C(F)(F)F)c3)SC2=S)cc1	14	1.1
40	COc1ccc(N(CC(O)Cn2c3ccccc3c3ccccc32)S(C)(=O)=O)cc1 (stereo not given)	5	0.94
41	COc1ccc(C2CC(C(F)(F)F)n3nc(C(=O)N4CCN(c5ccc(F)cc5)CC4)c(Cl)c3N2)cc1 (stereo not given)	18	0.95
42	O=C(CSc1nc2ccc([N+](=O)[O-])cc2[nH]1)Nc1ccc2c(c1)OCO2	12	0.6*
43	COc1ccc(OC)c(CN2CCN(Cc3cccnc3)CC2)c1	-9	1
44	COC(=O)c1cccc(N2C(=O)c3ccc(C(=O)c4cccc([N+](=O)[O-])c4)cc3C2=O)c1	14	0.93
45	COc1ccc(Oc2coc3cc(OC(C)=O)ccc3c2=O)cc1	-4	0.94

Additional compounds follow.
cpd	SMILES	HCV NS3h FP	Cy5 interf NS3h
46	NC(=O)C(=O)Nc1ccc(Oc2ccccc2)cc1	7	1.2
47	Cc1ccc(C2CC(C(F)(F)F)n3ncc(C(=O)N4CCN(c5ccc(F)cc5)CC4)c3N2)cc1 (stereo not given)	3	0.63*
48	Cc1c(NC(=O)c2nn3c(c2Br)NC(c2ccccc2)CC3C(F)(F)F)c(=O)n(-c2ccccc2)n1C (stereo not given)	4	0.94
49	Cc1ccc(NC(=O)C(=O)NCCCOC(C)C)c(C)c1	4	0.84
50	O=[N+]([O-])c1ccc(S(=O)(=O)N/N=C\c2ccc3c(c2)OCO3)cc1	11	1
51	Cc1ccccc1NC1=C(Cl)C(=O)N(c2cccc(Cl)c2Cl)C1=O	0	1
52	CCc1ccc(-c2nc3cc(NC(=S)NC(=O)c4ccco4)ccc3o2)cc1	-19	1.1
53	Cc1ccc2nsnc2c1NC(=O)Cc1ccccc1	7	0.95
54	O=C(CCCC(=O)OCC(F)(F)C(F)F)Nc1ccc(F)cc1F	3	1.1
55	O=C(Nc1ccc(I)cc1Cl)c1cccc(Cl)c1	14	0.97
56	Cc1cc(Cl)ccc1OCC(=O)Nc1ccc(Br)cn1	12	0.76*
57	C/C(=N\NC(=O)c1ccc(CO)nc1)c1ccc(Br)cc1	-2	0.9
58	COc1ccc(NC(=S)NC(=O)c2ccc(OC)cc2)cc1	13	0.91
59	CC(=O)N1N=C(c2ccc(Br)cc2)CC1c1cccc([N+](=O)[O-])c1 (stereo not given)	15	0.91
60	Cc1ccc(C2CC(C(F)(F)F)n3nc(C(=O)Nc4ccc(C(C)O)cc4)cc3N2)cc1 (stereo not given)	8	0.64*
61	Cc1ccc(N2C(=O)SC(Nc3ccc(C)c(Cl)c3)C2=O)cc1 (stereo not given)	1	1.1
62	CCn1c(SCC(N)=O)nc2c(c1=O)C1(CCCC1)Cc1ccccc1-2	9	0.94
63	CC(C)(C)c1ccc(C2C(C(=O)c3ccco3)=C(O)C(=O)N2c2ncc(S(=O)(=O)c3ccc([N+](=O)[O-])cc3)s2)cc1 (stereo not given)	10	0.9
64	C/C(CCc1ccc2c(c1)OCO2)=N/N=C1/NC(=O)CC(C(=O)NCCc2ccc(S(N)(=O)=O)cc2)S1 (stereo not given)	4	1
65	Cc1cccc(/C(N)=N\OC(=O)c2ccc(Cl)cc2Cl)c1	21	1
66	Cc1cc(Nc2cccc(F)c2)n2c(nc3ccccc32)c1C#N	2	1
67	CCOC(=O)c1c(-c2ccc(Br)cc2)csc1NC(=S)NC(C)=O	5	1.1
68	CC(=Nc1cccc2ccccc12)c1cc(Cl)ccc1O	-8	0.93
69	CC(C)Cc1ccc(C(C)C(=O)NC(C)Cc2ccccc2)cc1 (stereo not given)	0	1
70	O=c1oc2c(-c3ccc(Cl)cc3)cc(O)cc2s1	-2	0.94
71	COCCNC(=O)CN(c1ccc(OC)cc1OC)S(=O)(=O)c1ccc(C)cc1	3	1
72	O=C(/C=C\c1ccc2c(c1)OCO2)c1ccc(Cl)cc1	7	1
73	O=C(CCCN1C(=O)c2ccccc2C1=O)Nc1ccccc1C(=O)N1CCCCC1	-6	0.86
74	Cc1ccc(CC2C(=O)N(c3ccc(C)cc3)C(=O)C2C)cc1 (stereo not given)	14	1
75	COC(=O)c1c(NC(=O)COc2ccc(Cl)cc2C)sc2c1CCC2	18	1.1
76	COc1ccc(NC(=O)c2ccc3c(c2)C(=O)N(c2cccc(C)c2)C3=O)cc1	25	1.1
77	Cc1ccc2[nH]c(C)c(CN3CCN(C)CC3)c(=O)c2c1	5	1.1
78	COc1ccc(C(=O)Nc2ccccc2C(=O)Nc2ccc(C(=O)O)cc2)cc1	6	1
79	COC(=O)C1=C(C)NC2=C(C(=O)c3ccccc32)C1c1ccc(F)cc1 (stereo not given)	10	0.89
80	NC(=O)c1cc(NC(=O)COc2ccc(F)cc2)ccc1Cl	-1	1
81	O=C(CN(c1ccc(F)cc1)S(=O)(=O)c1ccccc1)Nc1cccc(C(F)(F)F)c1	12	0.99
82	C/C(=N/Nc1nc(C)cc(C)n1)c1ccccc1O	1	1.1
83	COCCOC(=O)c1c(C)oc2ccc(O)cc12	7	0.9
84	O=C(NCc1cccnc1)/C(=C/c1ccc(-c2ccc(Br)cc2)o1)NC(=O)c1ccccc1	11	0.86
85	O=C(NCc1ccccc1Cl)/C(=C\c1ccc([N+](=O)[O-])o1)NC(=O)c1ccccc1	9	0.98
86	Cc1ccc(N(CC(=O)NCCSc2ccccn2)S(C)(=O)=O)cc1	-1	0.88
87	COc1ccc(S(=O)(=O)Nc2cccc(C)c2)cc1OC	3	1
88	COc1ccc(C2CC(=O)C3=C(C2)Nc2ccccc2NC3c2c(Cl)cccc2Cl)cc1 (stereo not given)	5	1
89	COc1ccc(C2CC(C(F)(F)F)n3ncc(C(=O)NCc4ccco4)c3N2)cc1OC (stereo not given)	6	1
90	COc1ccc(C2C(=C(O)c3ccccc3)C(=O)C(=O)N2CC2CCCO2)cc1 (stereo not given)	-10	0.99
91	CC(=O)Nc1ccc(Nc2c(Cc3ccccc3)c(C)c(C#N)c3nc4ccccc4n23)cc1	-3	1
92	CCC(C)c1ccc(NC(=O)/C=C/c2cccc([N+](=O)[O-])c2)cc1 (stereo not given)	10	1
93	Cc1cc(C)nc(N=C(N)Nc2ccc(OCCc3ccccc3)cc2)n1	6	1.2
94	CC1=NN(c2ccccc2)C(=O)/C1=C\c1cc([N+](=O)[O-])ccc1N(C)C	7	0.91
95	COc1ccc(C(=O)Nc2ccccc2C(=O)Nc2nc3ccccc3n2C)cc1	9	0.99
96	COc1ccc(C(=O)Nc2ccc(Br)cn2)cc1OC	8	1
97	Clc1cc(Cl)c2nc3[nH]c4ccc(Br)cc4c3nc2c1	2	1
98	O=C(Cc1ccc(Br)cc1)NCC1CCCO1 (stereo not given)	-12	1.1
99	CCOc1ccc(Cl)cc1/C=C1/SC(=S)N(C)C1=O	-1	1.1
100	COc1cccc(C(=O)Nc2ccc(-c3cc4ccccc4oc3=O)cc2)c1	-17	0.95
101	COc1cccc(/C=N\N2CCN(Cc3cccc4ccccc34)CC2)c1	20	1
102	O=C(O)c1c(-c2ccccc2)oc2ccc(OCc3ccccc3)cc12	11	0.92
103	O=C(Cc1ccccc1)N1N=C(c2ccc([N+](=O)[O-])cc2)CC1(O)C(F)(F)F (stereo not given)	11	0.94
104	CC(=O)N1CC(c2ccccc2)CC1=O (stereo not given)	4	1.1
105	O=C1NC(=O)N(c2ccccc2)C(=O)/C1=C\c1ccc(Cl)cc1	8	1

Next section.
cpd	SMILES	HCV NS3h FP	Cy5 interf NS3h
106	CCCN1C(=O)c2ccccc2NC1c1ccc(Cl)cc1 (stereo not given)	0	0.91
107	CCOc1cc(/C=C2\SC(=S)N(CC(C)C)C2=O)ccc1O	13	0.78*
108	CCOC(=O)c1cc(-c2ccc(C=C3C(=O)N(C)C(=O)N(C)C3=O)o2)ccc1Cl	6	1.1
109	Cc1nc2sc(C(=O)c3ccc(Br)cc3)c(N)c2c(C)c1C	10	0.97
110	COC(=O)CN(c1ccc(Br)cc1)S(=O)(=O)c1ccccc1	8	1
111	COC(=O)CNC(=O)Cc1ccccc1[N+](=O)[O-]	-3	0.98
